Eya2 phos inh – blocks the phosphatase activity of human Eya2; O00167; recombinant Eya2, OMFP fluorescence dephosphorylation (OMFP is methylfluorescein phosphate); Potency, µM (top dose mostly 76.9 µM), inactives show at the top dose activity, negative = inhibition, usual class: inhibitors; hit rate 0.006% among 330,000; AID 488837; also: potency is read from the fitted curve at half-maximal effect; % is scaled to controls: 0 for no effect and ±100 for the full control effect
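Eya2 protein (added as 0.2 uM solution) was preincubated with compound for 10 min at ambient temperature in 50 mM HEPES pH 7.5, 50 mM NaCl, 5 uM MgCl2, 0.05% BSA, 1 mM DTT. OMFP (added at 50 uM) then reacted 10 min; fluorescence read at 485/525 nm.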
TRPV1 ag – activates the human vanilloid receptor TRPV1; TRPV1-expressing cells, Fluo-8 calcium influx, agonist mode; hit rate 0.19% among 320,000; activation, % at 8.33 µM; AID 540275; Q8NER1; in the data active = activation above about 80%; inconclusive = between about 30% and that limit; also: 0% is about no effect
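Fluo-8 calcium influx in TRPV1-expressing cells, kinetic read (ex 480/em 520 nm). Compound added and read 3 min for agonist activity, followed by capsaicin at EC20 final and 2 min further read for enhancement.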
Mito fusion act – mitochondrial division inhibition or fusion activation. AID 485298. S. cerevisiae fusion-defective mutant growth rescue, CellTiterGlo 48 h. Potency, µM (titrated, usually from 46.1 µM), for the others: at the highest dose growth rescue (activation), hits mostly activators. hit rate 0.23% among 320,000;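 also: potency is read from the fitted curve at half-maximal effect; % of control where 0% means no effect; nearly all actives have a fitted effect of over 45% in size; temperature-sensitive fusion mutants such as fzo1-1 at 37 °C on non-fermentable ethanol glycerol medium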
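Read-out: ATP-based luminescence (CellTiterGlo, 10 min ambient) reporting growth of fusion-defective ts yeast after 48 hours at 37C on glycerol/ethanol YPEG medium in the presence of compound.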
TSHR antag – antagonists of human thyroid stimulating hormone receptor; P16473; TSHR-expressing cells, TSH-stimulated cAMP HTRF, 2 h; active compounds read low; activity change, negative = inhibition, % at 11.5 µM; hit rate 0.2% among 330,000; AID 504810;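 active = activity change below a set negative limit, meaning inhibition stronger than a set level, cut at about -70% in these data; inconclusive = activity change between two set negative limits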; also: % is scaled to controls: 0 for no effect and ±100 for the full control effect
Target sequence (P16473 whole entry, looked up): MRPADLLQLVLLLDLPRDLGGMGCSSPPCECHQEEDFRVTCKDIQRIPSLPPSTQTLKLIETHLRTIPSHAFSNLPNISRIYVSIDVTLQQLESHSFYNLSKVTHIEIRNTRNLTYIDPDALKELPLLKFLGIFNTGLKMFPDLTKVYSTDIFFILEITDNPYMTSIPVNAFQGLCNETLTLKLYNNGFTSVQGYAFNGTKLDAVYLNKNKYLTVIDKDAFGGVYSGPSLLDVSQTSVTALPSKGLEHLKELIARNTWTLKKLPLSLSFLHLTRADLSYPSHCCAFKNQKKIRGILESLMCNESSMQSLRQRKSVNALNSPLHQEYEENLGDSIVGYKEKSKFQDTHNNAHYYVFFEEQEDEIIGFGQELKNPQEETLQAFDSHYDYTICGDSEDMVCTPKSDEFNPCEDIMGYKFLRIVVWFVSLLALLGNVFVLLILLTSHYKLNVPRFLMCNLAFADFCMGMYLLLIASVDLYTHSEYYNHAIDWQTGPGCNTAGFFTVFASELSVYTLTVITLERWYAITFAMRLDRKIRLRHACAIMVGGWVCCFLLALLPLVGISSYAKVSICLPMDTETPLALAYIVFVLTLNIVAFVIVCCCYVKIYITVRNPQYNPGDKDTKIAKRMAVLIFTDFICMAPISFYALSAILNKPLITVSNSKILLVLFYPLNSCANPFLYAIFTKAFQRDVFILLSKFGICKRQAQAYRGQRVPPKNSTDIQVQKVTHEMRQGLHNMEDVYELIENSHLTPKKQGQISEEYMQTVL
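Inhibition of cAMP made by TSHR-expressing cells under TSH stimulation (4nM final, EC80; 2 h, 37 deg C) is quantified with a one-step lysis HTRF kit, anti-cAMP cryptate versus cAMP-d2.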
ELG1 repair inh – inhibitors of ELG1-dependent DNA repair in HEK293T cells | AID 504467 | Potency, µM (doses to about 46.1 µM), without a hit: at the highest dose activity change, negative = inhibition, usual class: inhibitors | HEK293T ELG1-luciferase reporter, luminescence, 16 h; DNA damage induced by 5-fluorouridine | hit rate 2.3% among 330,000; also: potency is read from the fitted curve at half-maximal effect; % is scaled to controls: 0 for no effect and ±100 for the full control effect; nearly all actives have a fitted effect of over 55% in size
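Step one: seed 2,000 cells per well. Step two: pin-transfer compound or DMSO alongside 5-fluorouridine. Step three: incubate 16 hr, 37 °C, 5% CO2. Step four: add ONE-Glo, wait 30 min, read luminescence.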
USP2a block – USP2a (human) protease inhibition. O75604. USP2 core, Ub-CHOP2 coupled fluorogenic reporter, 485/531. Potency, µM (titrated, usually from 38.3 µM), for inactives: top-dose activity change, negative = inhibition, usual class: inhibitors. hit rate 0.01% among 330,000. AID 463254;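 also: potency is read from the fitted curve at half-maximal effect; plate controls were DMSO wells for no effect and full inhibition by NEM control for full effect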
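Deubiquitinase activity read as fluorescence (485/531 nm) after Ub-CHOP2 cleavage activates the enterokinase reporter on its substrate; USP2 core 10nM, Ub-CHOP2 and substrate 25nM each, 30min compound preincubation then 60min RT; data normalized to NEM, curves fitted.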
AT treatment – potential ataxia-telangiectasia treatments restoring KAP-1 phosphorylation. […] A-T fibroblasts, KAP-1 phosphorylation AlphaLISA; neocarzinostatin DNA damage 30 min before lysis. Potency, µM (doses to about 57.5 µM), for inactives: top-dose activation, usual class: activators. hit rate 0.19% among 320,000. AID 485349; also: potency is read from the fitted curve at half-maximal effect; % of control where 0% means no effect; nearly all actives have a fitted effect of over 45% in size
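ATM-like activity read as KAP-1 phosphorylation via AlphaLISA donor/acceptor antibody pairs after lysis and 6 hr at 25C. Cells were ATM-null patient fibroblasts ([…], hTERT), dosed 60 min, then exposed to the DSB inducer NCS for 30 min.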
KCNH2 3.1 block – inhibitors of human KCNH2 3.1 potassium channel isoform. U2OS KCNH2 3.1, thallium flux FluxOr; active compounds read low. activity change, % (tested at about 1.8 µM). hit rate 0.95% among 340,000. AID 720553;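 active = maximum activity change below -70%; inconclusive = maximum activity change from -70% to -50%; inactive = maximum activity change above -50%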;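 also: thallium influx rate constant from kinetic fluorescence after stimulation buffer; % is scaled to controls: 0 for no effect and ±100 for the full control effect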
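Measured as rate of thallium-driven FluxOr signal in transduced U2OS cells carrying the 3.1 channel, read kinetically for 2 min upon stimulation; values are rate constants scaled to DMSO control wells.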
TCR act – activators of T cell receptors; 330,000 tested, under 10 active; primary human leukocytes, anti-CD3, IL-2 HTRF, 48 h; AID 504894; Potency, µM (doses to about 9.22 µM), for the others: at the top dose activation of IL-2 secretion, hits mostly activators; also: % of control where 0% means no effect
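Human primary leukocytes + a-CD3 beads + cpd, 48 hr; IL-2 in supernatant by HTRF (ex 320nm / em 665nm). No co-stimulatory signal supplied.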
KCNH2 WT inh – inhibitors of human wildtype KCNH2 potassium channel; Q12809; U2OS, BacMam KCNH2, thallium flux FluxOr; active compounds read low; activity change, % at 1.84 µM; hit rate 0.37% among 340,000;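 active = maximum activity change below -70%; inconclusive = maximum activity change between -70% and -50%; inactive = maximum activity change above -50%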; also: % is scaled to controls: 0 for no effect and ±100 for the full control effect
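U2OS cells were transduced with wild-type KCNH2 virus (2.03 x 10^8 / mL) for 4 h at room temperature, then cultured overnight at 37 C. Thallium flux was read with FluxOr dye. Rate constants were normalized to DMSO controls.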
An asterisk follows results filed as active; ? = inconclusive; · = no result given; [ ] = another dose, or the depositor's remark. Unless noted, calls follow the shape of the dose curve; as a rule, active = well fitted curve in the direction sought with a large enough effect; inconclusive = small, poorly fitted or top-dose-only effect, or another doubt; inactive = no such curve, though single readings can be large; an effect the other way counts as inactive or inconclusive. A portion of the library, so the mix of outcomes need not match the whole.

#1 Cn1c(=O)c2c(ncn2CC(=O)Nc2cc(S(=O)(=O)N3CCCCC3)ccc2O)n(C)c1=O
#2 O=C1C=C(c2ccc3ncccc3c2)C[C@@H](c2ccc3c(c2)OCO3)C1
#3 COC1CCN(Cc2c(C(=O)N3C[C@@H](C)O[C@@H](C)C3)nc3ccc(Cl)cn23)CC1
#4 COc1cc2ccccc2cc1C(=O)Nc1ccc(O)cc1
#5 CCN1CCN(C(=O)c2ccc3c(c2)N(Cc2ccc(F)cc2)C(=O)c2ccccc2S3=O)CC1 (stereo not drawn)
#6 CSc1nnc(NC(=O)c2ccc(C)c(S(=O)(=O)N3CCOCC3)c2)s1
Screen / compound no. | 1 | 2 | 3 | 4 | 5 | 6
Eya2 phos inh | 1% | 6% | 17% | -14% | -16% | 5%
TRPV1 ag | · | 11 | -1 | ? | -2 | 9
Mito fusion act | · | 16% | -2% | -5% | -2% | 5%
TSHR antag | -8 | 26 | -8 | -10 | -2 | -14
ELG1 repair inh | 1% | ? | -3% | ? | 1% | ?
USP2a block | 2% | -2% | 0% | 0% | 1% | 2%
AT treatment | 2% | 8% | -1% | 5% | 1% | 2%
KCNH2 3.1 block | -8 | -4 | -19 | -2 | 0 | -10
TCR act | -2%[46.1 µM] | -1% | 4% | -4% | 7%[46.1 µM] | 4%
KCNH2 WT inh | 18 | 3 | -12 | 1 | -7 | 6

#7 O=C1OCCN1C(=O)[C@H]1[C@H](c2ccc(Cl)cc2)C(c2ccc(F)cc2)=NN1c1ccccc1
#8 COC(=O)c1sccc1NC(=O)Nc1cccc(C)c1
#9 O=C(NCc1ccncc1)C1CCCN(S(=O)(=O)Cc2ccccc2)C1 (stereo not drawn)
#10 Cc1ccc(N2C(=O)[C@@H]3C(C(=O)C(c4ccccc4)c4ccccc4)=NN[C@@H]3C2=O)cc1
#11 COc1cccc(C(CNC(=O)C(c2ccccc2)c2ccccc2)N(C)C)c1 (stereo not drawn)
#12 O=C(O)COCC(=O)Nc1ccc(Oc2ncnc3cc(Cl)ccc23)nc1
Screen / compound no. | 7 | 8 | 9 | 10 | 11 | 12
Eya2 phos inh | 2% | -15% | 1% | -12% | 0% | -6%
TRPV1 ag | · | 26 | 2 | 11 | -1 | -3
Mito fusion act | · | 3% | -1% | -9% | -4% | 1%
TSHR antag | 20 | 0 | 1 | 0 | 8 | 2
ELG1 repair inh | ? | 12% | -18% | 1% | 21% | 0%
USP2a block | -1% | 4% | -2% | 1% | -1% | -6%
AT treatment | 23% | -5% | -3% | 3% | 4% | -18%
KCNH2 3.1 block | -34 | -11 | -10 | 1 | 4 | 9
TCR act | -5%[46.1 µM] | 2% | -1%[46.1 µM] | 10%[46.1 µM] | 2% | -3%
KCNH2 WT inh | -4 | · | -15 | -7 | 1 | 3

#13 C=CCC1(NCc2ccco2)CCN(CC)CC1
#14 O=C(NCc1cccnc1)c1cn(-c2ccccc2)nc1-c1ccccc1
#15 O=C(COC(=O)C1CCN(c2ccc(C(F)(F)F)cn2)CC1)NCc1ccc(Cl)cc1Cl
#16 Cc1ccccc1CSCC(=O)NCc1ccco1
#17 COc1ccc(-c2[nH]c(-c3ccc(C)cc3)nc2SCC(=O)NCc2ccco2)cc1OC
#18 Cc1ccccc1C(=O)NC1CCN(Cc2nnnn2CCc2ccccc2)CC1
Screen / compound no. | 13 | 14 | 15 | 16 | 17 | 18
Eya2 phos inh | -18% | 9% | -25% | 2% | 8% | -15%
TRPV1 ag | -4 | 6 | 2 | -3 | 2 | 1
Mito fusion act | -3% | -6% | -3% | -12% | -2% | -8%
TSHR antag | -5 | -16 | -6 | 35 | 11 | -5
ELG1 repair inh | 3% | 4% | 11% | 7% | ? | -3%
USP2a block | -5% | 0% | -7% | 1% | -8% | -1%
AT treatment | 0% | 6% | 0% | -1% | 19% | -2%
KCNH2 3.1 block | -2 | 12 | -3 | · | 33 | 3
TCR act | 1% | 6% | -1% | -3%[46.1 µM] | 1% | 5%
KCNH2 WT inh | 3 | -4 | -4 | 10 | 0 | 2

#19 CC(=O)N1c2ccc(N=Cc3cc(Br)cc(Br)c3O)cc2CC1C (stereo not drawn)
#20 Cc1nc(C(C)N(C)Cc2nc(-c3ccc4c(c3)OCO4)no2)c(C)s1 (stereo not drawn)
#21 N#Cc1cc2c(nc1SCc1cccc(Cl)c1)CCCCC2
#22 c1ccc2c3c([nH]c2c1)C1(CCCCC1)NCC3
#23 CCC(=O)N1CCc2cc(S(=O)(=O)NC(Cc3ccccc3)C(=O)O)ccc21 (stereo not drawn)
#24 CC(C)c1nnc(NC(=O)CCC(=O)NC2CCCc3ccccc32)s1 (stereo not drawn)
Screen / compound no. | 19 | 20 | 21 | 22 | 23 | 24
Eya2 phos inh | 4% | -9% | 8% | 1% | 5% | 4%
TRPV1 ag | 1 | 14 | 1 | 9 | -5 | 6
Mito fusion act | -17% | -1% | 1% | -11% | 0% | -19%
TSHR antag | 9 | -5 | 0 | -7 | 7 | -1
ELG1 repair inh | -2% | 10% | 8% | 0% | ? | ?
USP2a block | 16% | -1% | 5% | 4% | 0% | 2%
AT treatment | -4% | 2% | -4% | -7% | 7% | 6%
KCNH2 3.1 block | · | -12 | -8 | -6 | -13 | 6
TCR act | · | -4% | -3% | 3% | 2% | 11%[46.1 µM]
KCNH2 WT inh | · | 2 | 0 | 1 | -4 | -11

#25 COC(=O)c1c(NC(=S)NN2CCN(C)CC2)sc2c1CCC(C)C2 (stereo not drawn)
#26 O=C(OCn1nnc2ccccc2c1=O)c1ccc2c(=O)n3c(nc2c1)CCC3
#27 CC1CCCCN1C(=O)Cn1c(=O)oc2cc(S(=O)(=O)N3CCCCC3)ccc21 (stereo not drawn)
#28 Cc1nc(C(=O)NC2CCCCC2)sc1C1(C)CC(c2cccc([N+](=O)[O-])c2)=NO1 (stereo not drawn)
#29 N#Cc1ccc(CO/N=C/c2ccccc2)cc1
#30 C=CCOC(=O)CCCC(=O)NC1CCCCC1
Screen / compound no. | 25 | 26 | 27 | 28 | 29 | 30
Eya2 phos inh | -13% | -5% | -10% | -1% | -1% | -2%
TRPV1 ag | 4 | -1 | 3 | 0 | 20 | -2
Mito fusion act | -23% | 1% | 23% | 20% | 0% | -9%
TSHR antag | 5 | -8 | 2 | 4 | -6 | 2
ELG1 repair inh | 13% | 2% | -9% | ? | ? | 17%
USP2a block | -11% | -1% | 1% | -1% | -1% | -2%
AT treatment | 8% | 12% | 3% | -36% | 4% | -6%
KCNH2 3.1 block | -18 | 14 | 14 | 1 | -20 | 2
TCR act | 3% | 0% | -6% | -4% | 2% | 1%
KCNH2 WT inh | 17 | -3 | 9 | 5 | 2 | 3

#31 Cc1ccc(NC(=O)c2ccc(NC3=NC4CS(=O)(=O)CC4S3)cc2)cc1 (stereo not drawn)
#32 Cc1cc(NS(=O)(=O)c2cccc([N+](=O)[O-])c2)no1
#33 COc1ccc(C(=O)NC(=O)CSc2nc3nc(C)cc(C)n3n2)cc1
#34 COc1ccccc1C(=O)Nc1ccc(OCC(=O)N2C(C)CCCC2C)cc1 (stereo not drawn)
#35 O=C(c1ccccc1)c1cnc(-c2ccc(Cl)cc2)s1
#36 CCOC(=O)N1CCN(C(=O)c2ccc3c(=O)n(Cc4ccccc4OC)c(=S)[nH]c3c2)CC1
#37 CCCCN1C(=O)C2C3C=CC(C2C1=O)C1C2C(=O)N(CCCC)C(=O)C2C31 (stereo not drawn)
Screen / compound no. | 31 | 32 | 33 | 34 | 35 | 36 | 37
Eya2 phos inh | 3% | -2% | -4% | -3% | 8% | 4% | 10%
TRPV1 ag | -1 | -1 | · | 1 | · | -3 | 1
Mito fusion act | 0% | -1% | · | 8% | -1% | -5% | -3%
TSHR antag | 2 | 6 | -1 | -17 | 0 | -11 | 11
ELG1 repair inh | -15% | -3% | 16% | -8% | ? | -30% | ?
USP2a block | 1% | 1% | -1% | -3% | 2% | 5% | 0%
AT treatment | -8% | 5% | 5% | -11% | 2% | -7% | -1%
KCNH2 3.1 block | 20 | -17 | 3 | 12 | 8 | -13 | -17
TCR act | 3% | 5% | -5% | -17% | 1% | 4% | 0%[46.1 µM]
KCNH2 WT inh | 4 | -1 | -9 | 5 | -2 | 0 | 5

Screening data (PubChem BioAssay)
